KCNK9 block – human KCNK9 channel inhibition; HEK293 KCNK9, FluxOR thallium flux fluorescence; active compounds read low; B-score at 10 µM; 310,000 tested, 1.2% active; AID 488922;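 active = ratio B-score over 3 SD below the library mean, with starting fluorescence within 5 SD of its mean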;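 note: negative B-score means less thallium flux so channel inhibition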
KCNK3 inh – human KCNK3 channel inhibition, primary screen; 340,000 tested, 0.84% active; O14649; AID 602410; CHO-KCNK3 thallium flux, FluxOR fluorescence; active compounds read low; B-score at 10 µM;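 active = B-score under library mean minus 4 SD, starting fluorescence ratio at most library mean plus 5 SD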;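 note: more negative B-score means stronger inhibition of thallium flux through KCNK3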
KCNQ1 pot – potentiators or activators of human KCNQ1 potassium channel; P51787; B-score at 10 µM; CHO-K1 KCNQ1, thallium flux FluxOR fluorescence; active compounds read high; 310,000 tested, 0.35% active;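 active = fluorescence ratio B-score, a plate-corrected score, at least three library SD, with initial intensity B-score within 5 SD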
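assay system = KCNQ1-transfected CHO-K1 cells | medium = assay buffer with matched DMSO | probe or stimulus = depolarizing K+/Tl+ stimulus, K2SO4 and Tl2SO4 each 12.5 mM in 5x stock | dosing = single dose | incubation = dye 90 min, compound 20 min, room temperature | detection = kinetic FluxOR fluorescence, 10 s baseline plus 110 s post-stimulus | evaluation = ratio B score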
HDAC3 inhib – inhibitors of human histone deacetylase 3. O15379. recombinant HDAC3, fluorogenic peptide/trypsin coupled, fluorescence. inhibition, % at 8.3 µM. 320,000 tested, 0.15% active; in the data active = inhibition above about 26%, passing the limit was not always enough; inconclusive = no clear call, values can overlap the other calls
ANO1 block – blocks the mouse calcium-activated chloride channel TMEM16A; HEK293 TMEM16A/YFP iodide influx fluorescence, ionomycin; normalized B-score (activity score, 25-100; higher = stronger inhibition) at 10 µM; AID 588511; 310,000 tested, 1.2% active;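 active = ratio plate-corrected score three or more library SD toward inhibition, starting fluorescence score within five deviations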;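 note: score derived from kinetic fluorescence span divided by baseline fluorescence per well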
TMEM16A act – mouse TMEM16A channel activation, primary screen. HEK293 TMEM16A/YFP-H148Q/I152L, iodide quench fluorescence; active compounds read low. B-score at 10 µM. 340,000 tested, 0.3% active;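 active = fluorescence-ratio B-score plate-corrected deviation score at least 3 library SD below zero, with starting fluorescence score within 5 deviations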;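 note: channel opened by trigger with iodide after compound preincubation; score built on the fluorescence ratio of max minus min over baseline; more negative score means more quench and so TMEM16A activation or potentiation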
TRPC4 potent – allosteric potentiators of mouse TRPC4 channel; Q9QUQ5; HEK293 TRPC4beta/mu-opioid, DAMGO EC20, Fluo-4 Ca2+ flux; active compounds read high; B-score at 10 µM; 310,000 tested, 0.42% active; AID 2227;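 active = B-score of calcium response area above 5 SD of library B-scores, with initial fluorescence ratio within 5 SD of library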;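 note: B-score of integrated fluorescence ratio over time as area under calcium response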
Target sequence (Q9QUQ5 whole entry, looked up): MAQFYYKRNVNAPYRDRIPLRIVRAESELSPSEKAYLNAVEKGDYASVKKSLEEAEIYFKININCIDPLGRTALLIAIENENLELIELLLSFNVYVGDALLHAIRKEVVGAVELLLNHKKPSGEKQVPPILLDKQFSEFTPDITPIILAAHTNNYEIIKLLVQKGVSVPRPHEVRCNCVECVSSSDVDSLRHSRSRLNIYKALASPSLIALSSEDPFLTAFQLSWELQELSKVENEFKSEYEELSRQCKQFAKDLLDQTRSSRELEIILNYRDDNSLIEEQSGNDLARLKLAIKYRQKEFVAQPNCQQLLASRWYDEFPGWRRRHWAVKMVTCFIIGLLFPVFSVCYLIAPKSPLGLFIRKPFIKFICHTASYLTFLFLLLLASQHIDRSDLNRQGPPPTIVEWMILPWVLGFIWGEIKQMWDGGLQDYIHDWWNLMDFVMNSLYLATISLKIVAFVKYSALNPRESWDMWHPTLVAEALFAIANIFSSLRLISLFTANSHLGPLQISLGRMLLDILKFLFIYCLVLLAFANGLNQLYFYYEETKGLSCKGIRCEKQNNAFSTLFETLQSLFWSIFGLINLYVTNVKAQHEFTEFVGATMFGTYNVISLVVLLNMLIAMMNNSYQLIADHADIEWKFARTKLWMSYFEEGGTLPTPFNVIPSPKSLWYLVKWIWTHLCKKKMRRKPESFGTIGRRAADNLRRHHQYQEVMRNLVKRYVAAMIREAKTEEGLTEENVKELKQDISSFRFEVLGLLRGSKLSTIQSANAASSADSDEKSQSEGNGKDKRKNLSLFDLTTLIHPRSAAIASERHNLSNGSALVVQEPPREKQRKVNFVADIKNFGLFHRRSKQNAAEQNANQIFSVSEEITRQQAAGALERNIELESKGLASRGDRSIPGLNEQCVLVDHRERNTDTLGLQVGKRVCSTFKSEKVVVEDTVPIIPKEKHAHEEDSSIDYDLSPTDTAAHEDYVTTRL
KCNQ1 inh – blocks the human KCNQ1 potassium channel. P51787. CHO-K1 KCNQ1, FluxOR thallium flux fluorescence; active compounds read high. B-score at 10 µM. 310,000 tested, 1.3% active. AID 2642;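 active = compounds whose thallium flux B-score, printed positive for inhibition, exceeds three library SD while starting fluorescence stays within three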;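 note: channel opened by potassium depolarization with thallium stimulus after 20 min compound exposure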
DYRK1A inh – Dyrk1A (rat) kinase inhibition; AID 504441; 310,000 tested, 0.43% active; inhibition, % at 12.5 µM; ADP-Glo luminescence, NFATc1 peptide; in the data active = inhibition above about 50%;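 note: plate controls were vehicle with enzyme for no effect and no enzyme for full effect; many of its hits are not listed in these tables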
TRPC4 act – TRPC4 (mouse) channel activation; Q9QUQ5; HEK293 TRPC4beta/mu-opioid, Fluo4 calcium fluorescence; active compounds read high; B-score at 10 µM; 310,000 tested, 0.49% active; AID 2237;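 active = B-score above 5 SD of library B-scores, and initial fluorescence ratio not above library mean plus 5 SD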;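 note: positive B-score marks a calcium rise read as TRPC4 activation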
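Test system: HEK293 cells stably co-expressing mouse TRPC4beta and mu-opioid receptor | Schedule: Fluo4 dye loading 45 min at room temperature, 110 s recording | Measured by: Kinetic Fluo4 calcium fluorescence, 5 s baseline at 1 Hz | Evaluation: B score of integrated ratio | Controls: Buffer (low) and maximal DAMGO (high)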
hERG protect – shields human hERG channel from block by proarrhythmic agents; Q12809; CHO-hERG, FluxOR thallium flux, dofetilide IC70 present; activation (rescue from dofetilide block), less the hit threshold, % at 10 µM; 310,000 tested, 0.51% active; AID 1511;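 active = activation above the mean of controls blocked by dofetilide plus 5 SD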;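 note: thallium influx through hERG after potassium depolarization seen as dye fluorescence rise; in these data hits start at about 4.7%; inactives centre near -7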
Numbers without * were called inactive; i = inactive; ? = inconclusive; nt = not tested or not shown. This is a subset. The share of hits here may be higher or lower than overall.

SMILES	KCNK9 block	KCNK3 inh	KCNQ1 pot	HDAC3 inhib	ANO1 block	TMEM16A act	TRPC4 potent	KCNQ1 inh	DYRK1A inh	TRPC4 act	hERG protect
Cc1cc(=O)oc2c(C(=O)c3ccccc3)c(OCC(N)=O)ccc12	i	i	i	2	i	i	i	i	nt	i	-5
CC(C)Oc1cccc(C(=O)C2CCCN(C(=O)c3cc(C(F)(F)F)[nH]n3)C2)c1 (configuration not stated)	i	i	i	-1	i	i	i	i	0	i	-10
CC(Oc1cccc(Cl)c1)C(=O)N(C)CC(=O)Nc1ccc(N2CCOCC2)cc1 (configuration not stated)	i	i	i	?	i	i	i	i	12	i	-20
COc1ccccc1OCCN1CSC(=S)N(C)C1	i	i	i	nt	i	i	i	i	-2	i	-14
COc1ccc(N(CC(=O)NC2CCCC2)C(=O)CCC(=O)Nc2cc(C)on2)cc1OC	i	i	i	3	i	i	i	i	5	i	-3
COc1ccccc1-c1nnc(SCC(=O)NC2CCS(=O)(=O)C2)n1N (configuration not stated)	i	i	i	-4	i	i	i	i	16	i	-3
O=C(CC(=O)c1cccc([N+](=O)[O-])c1)Nc1ccccc1Cl	i	i	i	0	i	i	i	i	-4	i	-8
CCOC(=O)CC(=O)CSc1nc2sc(C)cc2c(=O)n1Cc1ccco1	i	i	i	6	i	i	i	i	-10	i	-3
O=C(NNC(=O)C1CCCN(S(=O)(=O)c2ccc3ccccc3c2)C1)C1CC1 (configuration not stated)	i	i	i	nt	nt	i	i	i	-4	i	-9
Cc1nn(C)c(C(=O)N2CCN(C(=O)c3ccco3)CC2)c1Br	i	i	i	-12	i	i	i	i	-1	i	-1
O=C(/C=C/c1ccccc1)NC1CCCc2ccccc21 (configuration not stated)	i	nt	i	2	i	nt	i	i	nt	i	-8
O=C(O)c1cnn(-c2nc(-c3ccc(Cl)c(Cl)c3)cs2)c1C(F)(F)F	i	i	i	5	i	i	i	i	14	i	-4
Cc1ccc2c(c1)N(CC(=O)NCCCN1CCCCC1)C(=O)c1cccnc1O2	i	i	i	2	i	i	i	i	0	i	-5
Cc1ccc(C)c(CSc2nnc(-c3cccnc3)n2N)c1	i	i	i	4	i	i	i	i	3	i	-12
CC1CN(CCc2ccccc2)c2nc3c(c(=O)[nH]c(=O)n3C)n2C1 (configuration not stated)	i	i	i	1	i	i	i	i	2	i	-7
Nc1ccc(-c2cc(-c3ccc(N)cc3)nc(-c3ccccc3)n2)cc1	i	i	i	-9	i	i	i	i	-6	i	-2
O=C(NC1CCCC1)c1ccc(S(=O)(=O)N2CCOCC2)cc1	i	i	i	1	i	i	i	i	-2	i	-12
Cc1oc(-c2cccc(Cl)c2)nc1CN1CCC(C(=O)NCc2ccco2)CC1	i	i	i	-1	i	i	i	i	-6	i	-15
Nc1nonc1C(=O)N/N=C/c1ccc(-c2cccc([N+](=O)[O-])c2)o1	i	i	i	0	i	i	i	i	27	i	-9
COc1ccc(Cl)cc1NC(=O)CN(C)C(C)C(=O)NC(=O)NC1CCCCC1 (configuration not stated)	i	i	i	12	i	i	i	i	3	i	-16
CSc1cccc2sc(NC(=O)C3=COCCO3)nc12	i	i	i	-6	i	i	i	i	0	i	-17
O=C(CCN1C(=O)C2CC=C(Cl)CC2C1=O)NC1CCCCC1 (configuration not stated)	i	i	i	-2	i	i	i	i	nt	i	-3
COc1ccc(C(C)=O)cc1CSc1nc2cc(Cl)ccc2o1	i	i	i	7	i	i	i	i	-5	i	-4
CC(=O)N1CCc2c(sc(NC(=O)CS(=O)(=O)c3ccc(F)cc3)c2C(N)=O)C1	i	i	i	nt	i	i	i	i	24	i	1
CC(C)(C)C(=O)NC(=S)Nc1ccccc1C(N)=O	i	i	i	-1	i	i	i	i	-2	i	-8
O=C1NC(CCc2ccccc2)C(=O)N1Cc1ccc(Br)cc1 (configuration not stated)	i	i	i	-3	i	i	i	i	-1	i	-9
COc1ccccc1C(=O)Nc1ccc2c(c1)CN(C(=O)CSC)CC2	i	i	i	3	i	i	i	i	4	i	3
Cc1cc2cc3c(cc2nc1SCC(=O)OC(C)C)OCO3	i	i	i	nt	nt	i	i	i	-5	i	0
O=C(CS(=O)(=O)c1cn(CC(=O)N2CCCC2)c2ccccc12)Nc1ccccc1F	i	i	i	-1	i	i	i	i	-2	i	-7
CCOC(CNC(=O)C(=O)Nc1cc2c3c(c1)CC(=O)N3CCC2)OCC	i	i	i	8	i	i	i	i	-11	i	-6
COc1ccccc1CNC(=O)CN(c1ccc(C)cc1)S(=O)(=O)c1c(C)nn(C)c1C	i	i	i	1	i	i	i	i	3	i	-18
Cc1ccc(S(=O)(=O)NNC(=O)c2snnc2C)cc1	i	i	i	-1	i	i	i	i	0	i	-1
CCOc1cc(C)c(C(C)C)cc1S(=O)(=O)N1CCN(C)CC1	i	i	i	0	i	i	i	i	0	i	-3
O=C(CCC1CCN(Cc2ccccc2O)CC1)NC1CC1	i	i	i	-11	i	i	i	i	13	i	-3
COc1ccc(CC2S/C(=N/N=C/c3ccc(O)cc3)NC2=O)cc1 (configuration not stated)	i	i	i	-2	i	i	i	i	0	i	0
CCc1nnc(NC(=O)CSc2nc3c(c(=O)n2C)SC(C)C3)s1 (configuration not stated)	i	i	i	0	i	i	i	i	-3	i	-4
COc1ccc(OC)c(Nc2nc(-c3ccc(O)c(O)c3)cs2)c1	i	i	i	4	i	i	i	i	35	i	-37
CC(=O)Nc1ccc(S(=O)(=O)N(Cc2ccccc2)C(C)C)cc1	i	i	i	5	i	i	i	i	4	i	-12
COc1cccc(CNC2CCCc3ccccc32)c1OC (configuration not stated)	i	i	i	1	i	i	i	i	1	i	-7
CN(C(=O)c1ccc2c(c1)OCO2)C1CCCCC1	i	i	i	5	i	i	i	i	-15	i	-3
CC(C)CCN(C(=O)C1CSC2(C)CCC(=O)N12)c1c(N)n(Cc2ccccc2)c(=O)[nH]c1=O (configuration not stated)	i	i	i	-3	i	i	i	i	-3	i	-16
O=C(Nc1ccc(S(=O)(=O)NC2=NCCCCC2)cc1)c1ccc([N+](=O)[O-])s1	i	i	i	-3	i	i	i	i	30	i	-16
COCCCNC(=O)COc1cc(C)c(Cl)c(C)c1	i	i	i	-18	i	i	i	i	3	i	-2
c1ccc(C[n+]2cccc3c4ccccc4ccc32)cc1	i	i	i	-54	25*	i	i	i	0	i	-12
COc1cc2c(cc1OC)CN(CC(=O)Nc1cccc(C)c1)CC2	i	i	i	-3	i	i	i	i	1	i	-12
O=C(O)c1ccc(N2C(=O)c3cccc4cccc(c34)C2=O)cc1	i	i	i	1	i	i	i	i	nt	i	-4
COc1ccc(N2CCN(CC(O)COc3ccccc3[N+](=O)[O-])CC2)cc1 (configuration not stated)	i	i	i	1	i	i	i	i	-4	i	-9
COc1ccc(NC2c3ccccc3C(=O)N2c2ccccn2)cc1 (configuration not stated)	i	i	i	3	i	i	i	i	0	i	-14

An excerpt from above in order of SMILES length, ascending:
SMILES	KCNK9 block	KCNK3 inh	KCNQ1 pot	HDAC3 inhib	ANO1 block	TMEM16A act	TRPC4 potent	KCNQ1 inh	DYRK1A inh	TRPC4 act	hERG protect
COc1cccc(CNC2CCCc3ccccc32)c1OC (configuration not stated)	i	i	i	1	i	i	i	i	1	i	-7
COCCCNC(=O)COc1cc(C)c(Cl)c(C)c1	i	i	i	-18	i	i	i	i	3	i	-2
CN(C(=O)c1ccc2c(c1)OCO2)C1CCCCC1	i	i	i	5	i	i	i	i	-15	i	-3
c1ccc(C[n+]2cccc3c4ccccc4ccc32)cc1	i	i	i	-54	25*	i	i	i	0	i	-12
COc1ccc(NC2c3ccccc3C(=O)N2c2ccccn2)cc1 (configuration not stated)	i	i	i	3	i	i	i	i	0	i	-14
COc1cc2c(cc1OC)CN(CC(=O)Nc1cccc(C)c1)CC2	i	i	i	-3	i	i	i	i	1	i	-12
COc1ccc(OC)c(Nc2nc(-c3ccc(O)c(O)c3)cs2)c1	i	i	i	4	i	i	i	i	35	i	-37
CC(=O)Nc1ccc(S(=O)(=O)N(Cc2ccccc2)C(C)C)cc1	i	i	i	5	i	i	i	i	4	i	-12
O=C(Nc1ccc(S(=O)(=O)NC2=NCCCCC2)cc1)c1ccc([N+](=O)[O-])s1	i	i	i	-3	i	i	i	i	30	i	-16
CC(C)CCN(C(=O)C1CSC2(C)CCC(=O)N12)c1c(N)n(Cc2ccccc2)c(=O)[nH]c1=O (configuration not stated)	i	i	i	-3	i	i	i	i	-3	i	-16

Further compounds
SMILES	KCNK9 block	KCNK3 inh	KCNQ1 pot	HDAC3 inhib	ANO1 block	TMEM16A act	TRPC4 potent	KCNQ1 inh	DYRK1A inh	TRPC4 act	hERG protect
CCCCn1c(C)cc(C)c(S(=O)(=O)c2ccccc2C)c1=O	i	i	i	7	i	i	i	i	-4	i	-2
CN(C)c1ccc(/C=N/NC(=O)c2nonc2N)cc1[N+](=O)[O-]	i	i	i	10	i	i	i	i	10	i	-3
Cc1ccc(C)c(C(=O)COC(=O)Cn2c(C)csc2=O)c1	i	i	i	-2	i	i	i	i	1	i	-11
CC(Oc1ccc2c3c(c(=O)oc2c1)CCCC3)C(=O)NCC(O)c1ccccc1 (configuration not stated)	i	i	i	-15	i	i	i	i	nt	i	-3
O=C(COc1ccccc1Cl)NC(=O)NC1CCCCC1	i	i	i	-3	i	i	i	i	2	i	-16
CC1CCCCN1CCCNC(=O)CN1C(=O)c2cccnc2Oc2ccc(Cl)cc21 (configuration not stated)	i	i	i	-3	i	i	i	i	3	i	-9
O=C(NCCCNCCCNC(=O)c1ccccn1)c1ccccn1	i	i	i	-3	i	i	i	i	-6	i	-9
COc1cc(S(=O)(=O)N2CCOCC2)ccc1NC(=O)CN1c2cccc3cccc(c23)S1(=O)=O	i	i	i	-1	i	i	i	i	-7	i	-2
CC(=O)Nc1ccc(NC(=O)CCCSc2nc3ccccc3[nH]2)cc1	i	i	i	1	i	i	i	i	2	i	-10
Cn1c(Nc2ccc(Cl)cc2)cc(=O)n(C)c1=O	i	i	i	2	i	i	i	i	-5	i	0

Compound activity from PubChem BioAssay.
